H37Rv inhibition: M. tuberculosis growth inhibition, HTS (AID 449762); M. tuberculosis H37Rv growth inhibition, 7H9 media; higher % means a stronger effect; one-dose inhibition, % at 25 µM; IC50 in µM for titrated hits; 330,000 compounds, 0.59% hits; in the data active means a potency from the dose series; inconclusive means inhibition above about 70% without an active follow-up result;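 further: bacterial growth assessed after seven days of incubation; strong numbers were not always called active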
tuberculosis growth: growth inhibition of non-replicating M. tuberculosis (AID 488890); Mycobacterium tuberculosis non-replicating, growth inhibition; higher % means a stronger effect; inhibition, % at 25 µM; hits with a dose series show IC50 in µM; 320,000 compounds, 0.39% hits; in the data active means a potency from the dose series; inconclusive means inhibition mostly from about 82% at the one dose, without a potency; inactive means the rest, 99 in 100 with inhibition below about 76%;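 further: plate controls were DMSO cells for no effect and high antibiotic wells for full effect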
PhoP GFP inhibition: PhoP regulon inhibitors, Salmonella typhi PhoP promoter GFP reporter, confirmatory (AID 1850); Salmonella Typhi PhoP-promoter GFP reporter, fluorescence, 4 h; higher % means a stronger effect; inhibition, % at 50 µM; hits with a dose series show IC50 in µM; 310,000 compounds, 0.33% hits; in the data active means a potency from the dose series; inconclusive means inhibition mostly from about 25% at the one dose, without a potency; inactive means the rest, 99 in 100 with inhibition below about 19%;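 further: 0% = induced wells with vehicle and 100% = uninduced wells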
inhibitors of VEEV: inhibitors of VEEV TC-83 cytopathic effect, confirmation, Vero cells (AID 588727) | Vero cells, VEEV TC-83 cytopathic effect inhibition; higher % means a stronger effect | one-dose inhibition, % at 20 µM; IC50 in µM for titrated hits | 350,000 compounds, 0.13% hits; in the data active means a potency from the dose series; inconclusive means inhibition mostly from about 14% at the one dose, without a potency; inactive means the rest, 99 in 100 with inhibition below about 12%; further: strong numbers were not always called active
influenza NS1A: H1N1 influenza NS1A inhibitors, functional cell based assay (AID 504329). NS1A functional cell-based assay, percent inhibition; higher % means a stronger effect. inhibition, % at 12.5 µM; hits with a dose series show IC50 in µM. 340,000 compounds, 0.3% hits; in the data active means a potency from the dose series; inconclusive means inhibition above about 27% without an active follow-up result; further: strong numbers were not always called active
inhibitors of VEEV 10K pilot screen: recorded beside inhibitors of VEEV, whose call it bears; inhibition, %; measured here: 10K pilot screen inhibition
Starred values were filed as active, the others as inactive; i = inactive; ? = inconclusive; . = no result given.

SMILES | H37Rv inhibition | tuberculosis growth | PhoP GFP inhibition | inhibitors of VEEV | influenza NS1A | others
Cc1cc(C(=O)OCC(=O)N2CCCCCC2)ccc1[N+](=O)[O-] | 22% | 60% | . | 2.5% | -14%
O=C(NCCc1ccc(F)cc1)c1ccc2nccnc2c1 | -3% | -2% | . | 2.6% | -20%
Nc1nc(N2CCCCC2)nc(N(c2ccccc2)c2ccccc2)n1 | -2% | . | -1% | 2.6% | -2%
O=C(Nc1ccc(/C=C/c2nc3ccccc3o2)cc1)c1ccc(F)cc1 | 5% | 5% | -1% | 0.5% | 2% | inhibitors of VEEV 10K pilot screen=0.3
COc1cccc(N(C(=O)c2cccs2)c2nc3ccccc3s2)c1 | 32% | 6% | -1% | 1.6% | -4%
O=C(Cn1c(=O)oc2ccc(Cl)cc21)NC1CCCCC1 | 1% | 9% | -27% | i | -8%
O=C(CSc1nnc(-c2ccco2)o1)NC1CC2CCC1C2 (stereo not given) | -8% | ? | -1% | 0.1% | -6%
CCCCN1C(=O)C2NN=C(C(=O)OCC)C2C1=O (stereo not given) | -1% | -7% | 8% | 1.4% | -7%
O=C(NNC(=S)Nc1ccccc1)c1ccco1 | -9% | 3% | 4% | 3.3% | 0%
CP(=O)(O)CN1CCCCC1 | -11% | -13% | -7% | 1.5% | -11%
O=C(Nc1ccc2c(c1)OCCO2)C1CCC1 | . | . | -1% | i | -6%
Cc1ccccc1OCC(=O)N/N=C1\SCC(=O)N1Cc1ccccc1 | -3% | 71% | -8% | 1.8% | -3%
COc1ccc(CCN(C)C(=O)c2cc(-c3ccccc3)nc3ccc(C)cc23)cc1OC | 4% | 52% | -9% | 11% | 25%
COc1ccc(OC)c2[nH]c(=O)c(CCNC(=O)C(=O)c3c(C)[nH]c4ccccc34)cc12 | 8% | 14% | 7% | 4.5% | 6%
O=C(COC(=O)c1c(Cl)ccc(Cl)c1Cl)NCC1CCCO1 (stereo not given) | 3% | 53% | . | 6.7% | -15%
CCc1ccccc1OCC(=O)Nc1cc(S(=O)(=O)N2CCOCC2)ccc1N1CCCCC1 | . | . | . | 5.2% | -5%
C#CCOCCOCCOCCNc1nc(N2CCN(C(=O)[C@H](CCC(=O)O)n3cc(C(N)CC(C)C)nn3)CC2)nc(N2CCN(C(=O)[C@H](CCC(=O)O)n3cc(C(N)[C@H](C)CC)nn3)CC2)n1 (stereo not given in full) | -2% | . | -2% | 1.5% | -4%
CCN1CCN(c2cc(-c3ccccc3)nc3cc(-c4cccc(F)c4)nn23)CC1 | ? | ? | 6% | 3.2% | -16%
CC(C)COC(=O)OCN1C(=O)CN(CCN2CC(=O)N(COC(=O)OCC(C)C)C(=O)C2)CC1=O | 2% | -8% | -1% | 1.0% | 5%
CCc1cccc2c(C#N)cn(CCOc3ccccc3OC)c12 | 1% | 3% | 3% | 0.4% | -6%
CCN(CC)CC(=O)Nc1nc(-c2ccc(Cl)cc2)cs1 | 45% | 66% | 7% | 0.3% | -2%
COc1ccc(-c2nc3c(c(=O)[nH]c(=O)n3Cc3ccccc3)n2Cc2ccccc2)cc1 | -1% | 11% | 0% | i | 6%
CC(C)(C)C1=Nn2c(nnc2-c2ccco2)SC1 | -2% | -4% | -6% | 1.4% | -3%
CC/C(=C\C(=O)c1cccnc1)Nc1ccc(C)c(C)c1 | 91% | 42% | 10% | 5.2% | 9%
COc1ccc(S(=O)(=O)N2CCCCCC2)cc1C(=O)N(C)CC(=O)Nc1ccccc1Cl | -5% | -6% | -1% | 1.3% | -8%

In the list so far, 3 have fluorine:
SMILES | H37Rv inhibition | tuberculosis growth | PhoP GFP inhibition | inhibitors of VEEV | influenza NS1A | others
O=C(NCCc1ccc(F)cc1)c1ccc2nccnc2c1 | -3% | -2% | . | 2.6% | -20%
O=C(Nc1ccc(/C=C/c2nc3ccccc3o2)cc1)c1ccc(F)cc1 | 5% | 5% | -1% | 0.5% | 2% | inhibitors of VEEV 10K pilot screen=0.3
CCN1CCN(c2cc(-c3ccccc3)nc3cc(-c4cccc(F)c4)nn23)CC1 | ? | ? | 6% | 3.2% | -16%

The listing picks up, repeating the 3 entries before the break.
SMILES | H37Rv inhibition | tuberculosis growth | PhoP GFP inhibition | inhibitors of VEEV | influenza NS1A | others
CC(C)(C)C1=Nn2c(nnc2-c2ccco2)SC1 | -2% | -4% | -6% | 1.4% | -3%
CC/C(=C\C(=O)c1cccnc1)Nc1ccc(C)c(C)c1 | 91% | 42% | 10% | 5.2% | 9%
COc1ccc(S(=O)(=O)N2CCCCCC2)cc1C(=O)N(C)CC(=O)Nc1ccccc1Cl | -5% | -6% | -1% | 1.3% | -8%
C=CCSc1nnc(NC(=O)COc2ccc3ccccc3c2)s1 | 0% | ? | -1% | i | -11%
Cc1ccccc1CN1C(=O)[C@H]2Cc3c([nH]c4ccccc34)C(C)(C)N2C1=O | -7% | -9% | -1% | 0.1% | -17% | inhibitors of VEEV 10K pilot screen=0.9
N#Cc1c(NC(=S)NC(=O)c2ccccc2)sc2c1CCN(CCc1ccccc1)C2 | 8% | 15% | 2% | . | .
COc1ccccc1NC1=NC2(CCCC2)N=C(N)N1 | -1% | 4% | -2% | 0.1% | 6%
CCCCn1c(N)c(N(CC(C)C)C(=O)c2cc(-c3ccc(OC)c(OC)c3)nc3ccccc23)c(=O)[nH]c1=O | 9% | 24% | 12% | 5.4% | 0%
CCOc1ccc(NS(=O)(=O)c2cc(C(=O)N(CC)CC(=O)NCc3cccs3)ccc2C)cc1 | 19% | 13% | 5% | 6.7% | -7%
CC(=O)Oc1ccc(C(=O)Nc2ccc(S(=O)(=O)N3CCOCC3)cc2)cc1 | -3% | 2% | -2% | i | 23%
Cc1cnc(C(=O)Nc2ccccc2-c2ccc(C)o2)cn1 | -2% | 1% | -7% | 0.2% | 8%
C#CCOCCOCCOCCNc1nc(N2CCN(C(=O)[C@H]([C@@H](C)O)n3cc(CCCCN)nn3)CC2)nc(N2CCN(C(=O)[C@H](CCCCN)n3cc(CC(C)O)nn3)CC2)n1 (stereo not given in full) | 7% | -1% | -10% | i | 3%
C/C(=N/NC(=O)c1ccc(Br)o1)c1ccc(C)o1 | -1% | 18% | -3% | 2.5% | -10%
COc1cc(/C=N/NC(=O)c2ccc(O)cc2)ccc1Oc1ccc([N+](=O)[O-])cn1 | 16% | 68% | -3% | 2.7% | 0%
CC(C)NS(=O)(=O)c1ccc(OCC(=O)NCC2CCCO2)c(Cl)c1 (stereo not given) | -4% | 1% | -5% | i | 16%
CCOc1ccc(NS(=O)(=O)c2ccc3c(c2)N(C(C)=O)CC3)cc1 | 0% | 9% | -3% | i | 2%
COc1ccc(-c2nnc(SCc3ccccc3F)o2)cc1OC | -2% | 1% | 4% | 5.7% | -7%
CCOC(=O)c1c(-c2ccccc2)csc1NC(=S)N(CC)CC | . | . | . | 8.2% | -2%
COc1cc(/C=C/C(=O)Nc2ccc(C(C)=O)cc2)cc(OC)c1OC | -1% | -2% | 8% | 12% | -13%
COc1ccc(N2CCC(CNC(=O)Nc3ccc(OC)cc3OC)C2)cc1 (stereo not given) | -2% | 33% | -1% | 5.5% | 23%
Cc1ccc(S(=O)(=O)N2CCCCC2)cc1NC(=O)Cn1ncc(Cl)c(Cl)c1=O | 15% | ? | . | i | -3%
N=c1c(-c2nc3ccccc3[nH]2)cc(C(=O)c2cccs2)nn1-c1ccccc1 | 3% | ? | 6% | 3.7% | -3%
COc1ccc(N2C(=O)C3ON(C4SC(=S)N(C)C4(C)C)C(c4ccc(Cl)cc4)C3C2=O)cc1 (stereo not given) | 6% | -10% | 0% | 2.6% | 0%
CN(C)CCCN(C(=O)c1ccco1)c1nc2c(F)cccc2s1 | -2% | -6% | 1% | i | 0%
COc1ccc(C)cc1NC(=O)COC(C)=O | -1% | 1% | 5% | 2.4% | -4% | inhibitors of VEEV 10K pilot screen=0.5
COc1ccc(C)cc1NC(=O)CCS(=O)(=O)c1cc2c(cc1Cl)NC(=O)CO2 | -3% | 9% | 2% | 1.1% | 4%
Cc1ccn(S(=O)(=O)c2ccc3oc(=O)ccc3c2)n1 | -6% | -5% | 2% | 0.4% | 4%
CCN1CCN(S(=O)(=O)c2ccc(S(=O)(=O)NC3CC3)cc2)CC1 | 1% | -8% | 3% | 0.3% | 7%

The list continues.
SMILES | H37Rv inhibition | tuberculosis growth | PhoP GFP inhibition | inhibitors of VEEV | influenza NS1A | others
CC(=O)Oc1ccccc1C(=O)Oc1ccccc1C(=O)O | -3% | 5% | -12% | i | -2%
COc1ccc(N(CC(=O)N/N=C/c2ccco2)S(=O)(=O)c2ccccc2)cc1Cl | -4% | 41% | 2% | 1.6% | 0%
CN(CC(=O)Nc1ccccc1Br)C(=O)CCC1CCCC1 | -3% | 30% | -10% | 0.2% | 1%
COc1ccc(CNCC(=O)Nc2cc(C)nn2-c2nc(C)cc(C)n2)cc1OC | -1% | 18% | 11% | . | .
C/C(=N\NC(=O)c1cc(-c2cccc(OC(C)C)c2)nc2ccccc12)c1cccnc1 | 3% | 25% | 0% | 6.6% | -7%
CC(=O)NCc1cn2c(C)csc2n1 | -6% | -13% | 3% | 0.5% | 3%
CCOCCCn1c(=S)[nH]c2cc(C(=O)N3CCC(C(N)=O)(N4CCCCC4)CC3)ccc2c1=O | -4% | 16% | 9% | 1.1% | -1%
Nc1ccc2c(c1)oc1ccccc12 | >100µM* | 2µM* | -2% | i | 9%
CCN(CC)c1ccc(-c2nnc(SCC(=O)N(CCOC)c3c(N)n(CC(C)C)c(=O)[nH]c3=O)o2)cc1 | 51% | 30% | 13% | 8.2% | -4%
CN1CCOC(=O)/C1=N/Nc1cc(Cl)ccc1Cl | ? | 62% | 5% | 1.5% | 5%
Cc1cccc2c(CCNC(=O)c3ccc([N+](=O)[O-])cc3)c[nH]c12 | 8% | -1% | 5% | 0.6% | 7%
COCCn1c(=O)[nH]c2cc(C(=O)N3CCN(c4cccc(Cl)c4)CC3)ccc2c1=O | 6% | 29% | -16% | 2.9% | -7%
O=C(c1cc(-c2cccs2)on1)N1CCN(c2ccc(F)cc2)CC1 | 8% | 14% | -1% | 1.1% | -7%
CC(C)(C)[C@H](N)C(=O)N[C@H]1CCC2C3CC=C4C[C@@H](O)CC[C@]4(C)C3CC[C@@]21C (stereo not given in full) | -1% | . | . | ? | -1%
NCC1OC(n2cnc3c(N)ncnc32)CC1O (stereo not given) | . | . | . | 5.8% | -3%
CCc1noc(C)c1C(=O)Nc1cc(S(=O)(=O)N2CCCCC2)ccc1N(C)C | 0% | -2% | -2% | 3.9% | 8%
NS(=O)(=O)c1cccc(NC(=S)NC(=O)C23CC4CC(CC(C4)C2)C3)c1 | 4% | 46% | -8% | 0.1% | 8%
CC1=NN(c2ccccc2)C(=O)C1=C(C)C | 2% | 3% | -9% | 0.4% | 5%
COC(=O)C1=C(C)N(C)C(C)=C(C(=O)OC)C1c1ccncc1 | -1% | -11% | 9% | i | 13%
O=c1cc(O)nc(SCc2ccccc2Cl)[nH]1 | -6% | 13% | -4% | 1.3% | 2%
Cc1cc(Br)ccc1N1C(=O)CC(=O)NC1=O | -2% | -3% | -8% | 2.9% | -1% | inhibitors of VEEV 10K pilot screen=2.0
COc1ccc(-c2n(-c3ccccn3)c3ccccc3[n+]2-c2ccccn2)cc1 | . | . | . | i | 3%
COc1ccc(NC(=O)C(=O)NCC2CCCN2S(=O)(=O)c2cc(C)ccc2C)cc1 (stereo not given) | 4% | 18% | 4% | 8.1% | 0%
CCC(C)c1ccc(NC(=S)N2CCN(C(=O)C3CCCO3)CC2)cc1 (stereo not given) | -6% | 23% | 1% | 8.4% | -3%
COc1cccc(CNC(=O)c2ccc(S(=O)(=O)N3CCOCC3)cc2)c1 | . | . | . | 3.3% | -8%

Additional structures follow:
SMILES | H37Rv inhibition | tuberculosis growth | PhoP GFP inhibition | inhibitors of VEEV | influenza NS1A | others
O=[N+]([O-])c1ccc2nc(C3CCCCC3)[nH]c2c1 | 3% | 37% | -3% | 3.8% | 2%
Cc1ccc2nc(-c3cccc(S(=O)(=O)N(C)C)c3)cn2c1 | 4% | -1% | -2% | i | -2% | inhibitors of VEEV 10K pilot screen=0.8
Cn1ncc(Cl)c1C(=O)N1CCCc2ccccc21 | 13% | 12% | -2% | 0.5% | -5%
S=C(N=Nc1ccccc1)NNc1ccccc1 | 38% | ? | -2% | 1.5% | ?
CC(=O)c1c(C)[nH]c(C(=O)NNC(=O)COc2cc(C)ccc2C(C)C)c1C | -8% | 0% | . | 3.0% | -7%
Cc1ccc2[nH]c(C)c(CCNC(=O)c3c(N)no[n+]3[O-])c2c1 | 0% | 29% | -2% | 6.5% | 7%
Cc1ccc(CN2C(=O)C(Cc3ccccc3)Nc3ncnc(N4CCN(c5ccccc5)CC4)c32)cc1 (stereo not given) | 2% | 32% | -25% | 0.1% | 12%
